DDE Tn7 FP inh: DD(E)-Tn7 binding inhibition, primary FP screen; P02675; FP displacement of FITC-Tn7 peptide from fibrin DD(E); 0% = median of compound wells per plate; inhibition, % at 8.3 µM; actives 0.13% (n = 370,000); AID 720508;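 active = inhibition above the mean of compounds falling within the control limits plus 3 SD of them, cut at about 14% in these data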;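 note: 0% = plate median of compound wells and 100% = 10 µM Aha-Tn7 peptide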
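Assay system: Human fibrin DD(E) protein | Medium: Tris buffer with calcium and detergent, pH 7.8 | Reagent: 0.1 µM fluorescent Tn7 | Compound dosing: Single point at 8.3 µM | Times: 10 min preincubation, 3 h with tracer, room temperature | Detection: Fluorescence polarization of the labelled Tn7 tracer | Controls: Aha-Tn7 high control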
UHRF1 binding: UHRF1 methyl-DNA binding inhibition. Q96T88. UHRF1 binding to methylated oligo, TR-FRET. AID 687016. actives 0.75% (n = 370,000). inhibition, % at 4.4 µM; in the data active = inhibition above about 21%;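 note: UHRF1 SRA domain binding a hemimethylated CpG hairpin DNA probe; 0% = median of test compound wells and 100% = reference inhibitor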
KLK7 zymogen act: activates the human kallikrein-7 zymogen | P49862 | purified proKLK7, EDANS-DABCYL substrate fluorescence; 100% is mature enzyme control, 0% vehicle | activation, % at 7 µM | actives 0.9% (n = 370,000) | AID 652039;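 active = activation above the mean of all tested compounds plus 3 SD, computed per campaign excluding outliers beyond control limits, cut at about 13% in these data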
sPLA2-III inh: Inhibits HGIII-sPLA2 liposome hydrolysis, primary screen. QFRET BODIPY PC-A2 liposome hydrolysis, fluorescence. AID 743126. actives 0.56% (n = 370,000). inhibition, % at 12.2 µM. Q9NZ20;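 active = inhibition above mean plus 3 SD of compounds lying within the high and low control bounds, cut at about 19% in these data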;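 note: 0% = median of test compound wells and 100% = no enzyme DMSO wells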
Target sequence (Q9NZ20 whole entry, looked up): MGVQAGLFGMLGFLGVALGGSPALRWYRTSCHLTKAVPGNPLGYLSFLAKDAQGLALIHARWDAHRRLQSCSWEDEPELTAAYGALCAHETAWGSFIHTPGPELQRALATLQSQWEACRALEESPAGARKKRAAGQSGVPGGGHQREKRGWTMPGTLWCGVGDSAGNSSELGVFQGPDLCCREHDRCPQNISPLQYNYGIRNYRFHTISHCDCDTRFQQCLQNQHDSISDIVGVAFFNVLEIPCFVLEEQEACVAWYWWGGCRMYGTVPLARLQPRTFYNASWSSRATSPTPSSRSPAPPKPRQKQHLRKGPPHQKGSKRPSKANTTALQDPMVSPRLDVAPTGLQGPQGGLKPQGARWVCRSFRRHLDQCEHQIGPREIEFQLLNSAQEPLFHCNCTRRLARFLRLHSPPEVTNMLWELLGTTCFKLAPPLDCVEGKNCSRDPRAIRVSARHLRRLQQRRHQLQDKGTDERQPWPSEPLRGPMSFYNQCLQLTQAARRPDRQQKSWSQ
PLCg1 inh: inhibitors of human phospholipase C gamma1. inhibition, % at 12.2 µM. purified PLC-gamma1, fluorogenic substrate, fluorescence. actives 0.84% (n = 370,000). AID 720700; in the data active = inhibition above about 9.5%
DDE Tn6 FP inh: disrupts Tn6 cyclic peptide binding to fibrin D-Dimer-E complex; P02675; Fibrin DD(E) TRITC-Tn6 fluorescence polarization displacement; inhibition, % at 8.3 µM; actives 0.21% (n = 370,000); AID 720509;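 active = inhibition above a per-campaign cutoff: mean of compounds within control limits plus 3 SD, cut at about 15% in these data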;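 note: 0% = median of all compound wells on the plate and 100% = blocking peptide control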
ASAP1 inh: ASAP1 ArfGAP inhibition | ASAP1-stimulated ARF1 GTP hydrolysis, GDP FP detection | AID 624377 | Q9ULH1 | actives 0.19% (n = 360,000) | inhibition, % at 16.5 µM; in the data active = inhibition above about 25%;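 note: 0% = vehicle with enzyme and substrate and 100% = no enzyme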
Target sequence (Q9ULH1 325-724 limits assumed): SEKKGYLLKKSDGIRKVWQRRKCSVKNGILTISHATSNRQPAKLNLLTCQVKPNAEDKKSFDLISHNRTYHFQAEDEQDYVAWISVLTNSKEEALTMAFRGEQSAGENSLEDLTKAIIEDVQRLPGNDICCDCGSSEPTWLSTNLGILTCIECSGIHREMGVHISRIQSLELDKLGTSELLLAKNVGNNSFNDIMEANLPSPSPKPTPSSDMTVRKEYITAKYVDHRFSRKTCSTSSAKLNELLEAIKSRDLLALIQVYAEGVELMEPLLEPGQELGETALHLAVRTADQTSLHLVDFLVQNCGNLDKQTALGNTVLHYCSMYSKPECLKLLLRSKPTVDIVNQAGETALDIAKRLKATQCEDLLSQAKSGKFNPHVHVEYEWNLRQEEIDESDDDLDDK
ARFGAP1 inhibitor: rat ARFGAP1 inhibition; Arfgap1-stimulated ARF1 GTP hydrolysis, GDP FP detection; actives 0.26% (n = 360,000); Q62848; inhibition, % at 16.5 µM;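 active = inhibition above a per-plate limit, mean inhibition of low control wells plus 3 SD, cut at about 25% in these data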;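 note: 0% = DMSO wells with enzyme and 100% = wells lacking Arfgap1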
Target sequence (Q62848 1-136 limits assumed): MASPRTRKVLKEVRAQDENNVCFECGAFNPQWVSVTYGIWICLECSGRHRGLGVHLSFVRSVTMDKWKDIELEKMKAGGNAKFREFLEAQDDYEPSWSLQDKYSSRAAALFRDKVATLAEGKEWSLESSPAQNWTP
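Assay system: Rat Arfgap1 GAP domain (His6, aa 1-136), purified enzyme | Buffer or medium: HEPES 25 mM pH 7.5, NaCl 150 mM, MgCl2, DTT | Schedule: GTP hydrolysis reaction 2 h at 25 °C | Signal: FP of antibody-bound GDP Alexa 633 tracer, ex 620/em 688 nm | Measure: Percent inhibition of Arfgap1-stimulated GTP hydrolysis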
Rev-erbA mod: Rev-erb alpha (human) modulation; P20393; Rev-erbα–FITC-DNA binding, fluorescence polarization, 90 min; activity, % at 10 µM; actives 0.79% (n = 370,000);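 active = activity above about 14%, limit read from the data; passing the limit was not always enough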;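 note: 0% = DMSO wells with 35 nM protein and 100% = DMSO wells with 750 nM protein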
PLC-beta3 inh: blocks human PLC-beta3 enzyme activity; Q01970; Purified PLC-beta3, fluorogenic substrate, fluorescence; inhibition, % at 12.2 µM; actives 0.18% (n = 370,000); AID 720704; in the data active = inhibition above about 11%;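 note: 0% = median of compound wells on plate and 100% = full blocker control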
An asterisk follows results filed as active; i = inactive; & = joins results of further samples.

Below each SMILES: Rev-erbA mod	UHRF1 binding	DDE Tn7 FP inh	ARFGAP1 inhibitor	KLK7 zymogen act	PLC-beta3 inh	DDE Tn6 FP inh	sPLA2-III inh	PLCg1 inh	ASAP1 inh
- CCN(CC)C(=O)C1CCN(C(=O)c2oc3ccc(C)cc3c2C)CC1
 : -4.3	0.2	-0.3	5.9	-0.1	-4.8	12.5	1.4	0.5	-3.4
- COc1cc(/C=C2\SC(=S)N(NC(C)=O)C2=O)ccc1OC(=O)c1ccco1
 : 19.0	-13.3	1.9	0.6	0.6	-14.2	-5.3	-3.5	-8.3	2.8
- COc1ccccc1Nc1nc(N)nc(CSC(=S)N2CCCCC2)n1
 : -4.2	-1.2	1.6	-9.5	-0.3	-3.2	4.4	-9.7	0.8	14.4
- COc1ccc(CN2CCN(Cc3c[nH]c4ccccc34)CC2)cc1OC
 : -7.6	0.6	3.5	5.3	-0.7	-5.3	2.9	-21.4	-1.4	-2.2
- CCOC(=O)C(=CNc1cc(Cl)c(-c2ccco2)c(Cl)c1)C(=O)OCC
 : 7.7	-1.4	2.7	3.0	-10.4	-61.2	-6.0	-2.2	-42.8	-1.1
- Cc1cccc(N2NC(=O)/C(=C/c3ccc(-c4ccc(Cl)c(C(=O)O)c4)o3)C2=O)c1
 : -9.4	31.4*	-3.8	0.0	-0.5	-6.4	-4.0	-7.8	-5.9	0.0
- COc1ccc(CCNC(=O)c2cc3c(=O)n4ccccc4nc3n(CCCN3CCOCC3)c2=N)cc1OC
 : -5.1	-1.5	0.1	0.5	-2.1	-45.3	-1.4	1.0	-24.6	-7.6
- COc1ccc(NC(=O)Cn2nnc(C(=O)NCc3ccc4c(c3)OCO4)c2N)c(OC)c1
 : 0.4	19.1	-3.6	-7.3	-0.2	-7.2	-1.3	3.9	-2.5	1.8
- COc1ccc(NC(=O)NNC(=O)c2ccc3ccccc3c2O)cc1OC
 : 3.3	-0.4	-2.1	0.1	-0.7	-112.5	4.9	28.1*	-66.8	-8.8
- CC(C)(C)[C@H]1C=C(C(=O)NC2CC2)O[C@@H](OCc2ccc(CO)cc2)C1
 : 0.3	3.0	-3.3	-2.0	-0.7	4.4	-3.8	-4.8	-1.2	0.8
- CC(CN1CCCCC1)OC(=O)c1cc2ccccc2o1 (stereo not drawn)
 : -1.0	2.1	-3.9	-4.4	-0.3	-0.4	5.0	2.0	0.1	1.7
- CC(=O)c1c(C)nc2ccccn12
 : 5.2	0.4	-3.9	-0.1	-0.1	-0.5	-4.1	-0.5	3.5	11.2
- O=C(Nc1ccccc1Cl)OCc1cncs1
 : 1.2	-1.4	-1.0	-0.9	-0.2	-4.3	-1.7	-1.6	0.4	5.0
- CN(C)S(=O)(=O)c1cccc(NC(=S)NNC(=O)c2cc3ccccc3cc2O)c1
 : -3.7	-2.6	-0.3	0.0	-25.9	-433.4	-13.4	37.1*	-342.9	16.6
- CCc1cccc(NC(=O)Cn2cccc2)c1
 : 0.1	15.2	8.8	0.2	0.2	-0.7	7.1	-20.2	-1.9	6.9
- CC1=NN(C(=O)CSCc2ccccc2)C(O)(c2ccccc2)C1 (stereo not drawn)
 : -0.2	2.1	-0.9	6.3	-0.7	-0.8	1.7	4.3	-1.0	1.2
- O=C(C1CCN(Cc2nc(Cc3cccc(F)c3)no2)CC1)N1CCOCC1
 : -1.4	1.3	3.5	-4.3	0.5	-5.4	5.6	0.7	0.5	-1.1
- COc1ccc(NC(=O)N2CCc3ccccc3C2)c(OC)c1
 : -4.2	-2.4	-6.0	-4.8	0.1	-4.3	-2.1	1.9	-1.3	-0.1
- Cc1c(CN(C)C(=O)C2CCC(=O)N(Cc3ccccc3F)C2)[nH]c2ccccc12 (stereo not drawn)
 : -3.3	-1.9	0.2	14.5	0.5	1.8	-6.9	-37.7	3.5	9.1
- O=c1[nH]cc(F)c(=O)[nH]1
 : -10.9&-8.3	-0.9	9.7	0.2	0.6	-1.5	-1.0	13.5	0.4	-0.9
- O=C(NC1CCCC1)C(c1ccncc1)N(C(=O)c1csnn1)C1CCCC1 (stereo not drawn)
 : -0.9	-1.9	-4.8	3.0	0.5	-6.1	-2.5	-0.6	0.7	3.0
- COc1cc(Cn2nnc3ccccc32)ccc1O
 : 0.6	-1.5	3.8	-2.5	-0.1	-2.7	5.8	-4.3	5.2	-6.0
- CCN(CC(=O)Nc1ccccc1C(F)(F)F)C(=O)C1CSC2(C)CCC(=O)N12 (stereo not drawn)
 : -2.0	-0.8	0.3	13.3	-0.4	0.7	-3.0	-1.4	-2.2	-9.8
- Cc1ccc(N2C(N)=NC(N)=NC2(C)C)c(C)c1
 : 1.1	-1.3	-9.1	1.9	0.4	-1.5	10.5	-0.1	4.8	0.7
- O=C(NCc1cccs1)C(NS(=O)(=O)c1cccc2nsnc12)c1ccccc1 (stereo not drawn)
 : -1.7	2.2	-5.5	-3.9	0.1	0.0	8.8	-0.8	4.0	-6.6
- COc1cc(/C=N/N2CCN(c3ccccc3)CC2)cc(OC)c1OC(C)=O
 : -1.4	-0.5	3.8	3.4	-0.8	-3.9	-8.7	0.1	3.1	3.2
- S=C(Nc1ccc(Cl)cc1Cl)N1CCOCC1
 : -5.4	-1.9	-2.4	13.6	0.2	1.2	-0.5	4.1	1.4	-13.7
- COc1ccc2cc(/C=N/NC(=O)c3ccc(CN(c4ccc(C)c(C)c4)S(C)(=O)=O)cc3)c(Cl)nc2c1
 : -0.6	3.3	-7.6	12.4	-2.2	-27.3	6.8	-6.5	-24.4	-0.6
- CC(=O)Nc1c(Nc2ccccc2)c2ccccc2oc1=O
 : -4.1	-0.6	3.4	-5.9	-0.5	0.5	2.0	2.3	3.1	-2.1
- Cc1ccc(C(=O)COC(=O)C(C)N2C(=O)C3C4CCC(C4)C3C2=O)cc1 (stereo not drawn)
 : -5.0	0.8	5.0	5.7	0.0	-4.7	4.5	2.4	0.8	-6.4
- Cc1cnc(CN(C)C(=O)C2CCC(=O)N(CCc3ccccc3)C2)[nH]1 (stereo not drawn)
 : 3.9	1.0	-3.5	-10.3	0.5	-2.2	0.0	-2.7	4.5	-9.0
- COCC(=O)Nc1ccccc1-c1ccccc1
 : -1.2	0.8	-1.0	-13.9	-0.5	-1.3	0.4	1.4	4.8	-10.1
- Cc1ccc(OCCSCc2nc3ccccc3[nH]2)cc1
 : -8.2	-0.6	1.2	-11.1	0.2	-15.3	-2.5	-10.1	-16.9	0.8
- Cc1ccc(CN2CCN(CC(=O)NCc3ccc(Cl)cc3)C2=O)cc1
 : 6.8	-0.6	-4.2	8.5	0.7	-2.0	-0.4	-4.0	0.0	2.0
- O=C(NC(Cc1ccccc1)c1nc2ccccc2[nH]1)C1CC(=O)N(c2ccc3c(c2)OCCO3)C1 (stereo not drawn)
 : 2.9	-1.4	-1.4	-3.1	1.2	2.8	0.7	-4.9	0.5	5.7
- O=C(Nc1ccnn1C1CCN(Cc2ccccc2)CC1)C1CCOC1 (stereo not drawn)
 : -7.6	-1.0	-2.6	3.9	-0.1	-4.9	-4.5	5.5	0.3	-2.8
- CCOC(=O)COc1ccc(Cl)cc1C1NC(=O)NC(C)=C1C(C)=O (stereo not drawn)
 : 4.6	-2.4	-3.2	-3.4	0.3	1.3	-2.0	4.3	-1.1	-7.5
- COC(=O)C(C)C1Sc2ccccc2NC1=O (stereo not drawn)
 : 0.7	-1.7	11.4	3.0	0.1	-0.3	6.1	-6.2	-3.4	-8.8
- O=C(NCc1ccc2c(c1)OCO2)C1CCN(S(=O)(=O)c2ccc(Br)s2)CC1
 : -0.9	-1.7	-1.3	2.4	0.1	1.1	5.2	-8.9	4.8	1.0
- CC(=O)N[C@@H](Cc1c[nH]c2ccccc12)C(=O)OCc1cc(C(F)(F)F)cc(C(F)(F)F)c1
 : 9.8	0.8	7.3	8.3	-0.4	-0.8	5.2	-89.3	0.9	15.4
- CC12C=CC(C)(C3C(=O)NC(=O)C31)C1C3C(=O)NC(=O)C3C12 (stereo not drawn)
 : 1.1	2.5	-6.3	1.6	0.4	4.9	3.4	6.2	3.3	5.2
- Cc1ccc(/C=C2\Oc3c(ccc(O)c3CN3CCN(CCO)CC3)C2=O)cc1
 : 6.5	-11.5	-7.4	2.1	96.5*	i	0.7	-19.1	i	5.5
- Cc1cc(C(=O)NNC(=O)CCC2CCCCC2)c(C)o1
 : -3.5	5.0	-6.3	9.9	0.3	-3.0	-10.1	7.4	2.2	11.2
- CCOC(=O)N1CCc2c(sc3nc(SC(C)C)n(N)c(=O)c23)C1
 : 2.5	4.9	4.4	4.6	-0.7	-1.9	-6.0	4.6	0.7	-4.1
- COc1cccc2sc(Nc3nnc(-c4ccccc4Cl)o3)nc12
 : -3.6	-2.7	1.5	11.7	0.8	-100.1	-8.1	-3.2	-86.3	1.9
- CC[C@@H](C(=O)n1nc(C)cc1C)[C@H](NS(=O)(=O)c1ccc(C)cc1)c1ccccc1
 : -0.7	-0.2	4.8	-2.6	-0.7	0.2	0.4	-9.9	-4.0	-3.0
- Cc1ccc(C(=O)OCN2C(=O)c3ccccc3C2=O)o1
 : -0.1	1.1	7.7	0.7	-0.1	-6.4	-2.3	3.3	1.3	9.4
- COc1ccc(NC(=O)Nc2cccc3c2O[C@H](CN(C)S(=O)(=O)c2ccc(F)cc2)[C@@H](C)CN([C@H](C)CO)C3=O)cc1
 : -3.9	-2.6	7.8	5.2	0.3	1.4	-2.1	-7.9	0.3	3.9

One compound at a time, as listed above. Screens in order: Rev-erbA mod	UHRF1 binding	DDE Tn7 FP inh	ARFGAP1 inhibitor	KLK7 zymogen act	PLC-beta3 inh	DDE Tn6 FP inh	sPLA2-III inh	PLCg1 inh	ASAP1 inh
COc1ccccc1Nc1nc(N)nc(CSC(=S)N2CCCCC2)n1 as listed: -4.2	-1.2	1.6	-9.5	-0.3	-3.2	4.4	-9.7	0.8	14.4
COc1ccc(NC(=O)N2CCc3ccccc3C2)c(OC)c1 as listed: -4.2	-2.4	-6.0	-4.8	0.1	-4.3	-2.1	1.9	-1.3	-0.1
Cc1cccc(N2NC(=O)/C(=C/c3ccc(-c4ccc(Cl)c(C(=O)O)c4)o3)C2=O)c1 as listed: -9.4	31.4*	-3.8	0.0	-0.5	-6.4	-4.0	-7.8	-5.9	0.0
CC(CN1CCCCC1)OC(=O)c1cc2ccccc2o1 (stereo not drawn) as listed: -1.0	2.1	-3.9	-4.4	-0.3	-0.4	5.0	2.0	0.1	1.7
O=C(Nc1ccnn1C1CCN(Cc2ccccc2)CC1)C1CCOC1 (stereo not drawn) as listed: -7.6	-1.0	-2.6	3.9	-0.1	-4.9	-4.5	5.5	0.3	-2.8

Rows are unselected. About 4.5% of those tested had a hit in this group.
